Assay outcomes as filed in PubChem.
ERa coact inh = ERα–SRC-1 coactivator interaction inhibitors, primary screen, biochemical, TR-FRET, ERα LBD, estradiol-bound; Estrogen receptor (Homo sapiens), P03372; TR-FRET ER-alpha LBD / SRC-1 peptide; inhibition, % at 25.6 µM; hit rate 1.7% among 86,000; AID 629, 2007; in the data active = inhibition above about 50%;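 also: 0% = receptor plus peptide control and 100% = peptide only without receptor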
Target sequence (P03372 whole entry, looked up, the tested form may be a part): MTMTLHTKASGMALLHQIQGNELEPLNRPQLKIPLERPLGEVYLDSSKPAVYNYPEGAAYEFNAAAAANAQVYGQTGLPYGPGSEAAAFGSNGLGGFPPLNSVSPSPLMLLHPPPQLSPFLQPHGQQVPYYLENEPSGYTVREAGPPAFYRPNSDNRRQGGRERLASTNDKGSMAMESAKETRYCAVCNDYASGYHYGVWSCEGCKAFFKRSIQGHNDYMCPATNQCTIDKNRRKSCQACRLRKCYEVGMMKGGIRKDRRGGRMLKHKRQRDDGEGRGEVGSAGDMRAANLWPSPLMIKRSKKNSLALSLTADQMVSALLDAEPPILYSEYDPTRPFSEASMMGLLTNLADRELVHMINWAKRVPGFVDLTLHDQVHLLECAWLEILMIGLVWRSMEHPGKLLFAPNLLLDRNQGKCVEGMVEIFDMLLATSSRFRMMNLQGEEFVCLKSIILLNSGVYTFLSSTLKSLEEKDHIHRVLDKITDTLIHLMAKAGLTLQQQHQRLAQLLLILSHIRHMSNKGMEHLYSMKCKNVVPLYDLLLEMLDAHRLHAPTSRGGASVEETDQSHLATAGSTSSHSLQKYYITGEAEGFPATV
ERb coact inh = inhibitors of ERβ-SRC1 coactivator interaction, primary screen, biochemical, TR-FRET, ERβ LBD, SRC-1 peptide; Estrogen receptor beta (Homo sapiens), Q92731; TR-FRET ER-beta LBD / SRC1-Cy5 peptide binding; receptor agonist-loaded with 1 µM estradiol; inhibition, % at 25.6 µM; hit rate 1.3% among 86,000; AID 633, 2007;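 active = compounds whose percent inhibition of the receptor-coactivator binding signal exceeds about 50% in the single-dose screen, limit read from the data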;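 also: 0% = receptor plus peptide wells without compound and 100% = peptide-only wells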
Target sequence (Q92731 whole entry, looked up, the tested form may be a part): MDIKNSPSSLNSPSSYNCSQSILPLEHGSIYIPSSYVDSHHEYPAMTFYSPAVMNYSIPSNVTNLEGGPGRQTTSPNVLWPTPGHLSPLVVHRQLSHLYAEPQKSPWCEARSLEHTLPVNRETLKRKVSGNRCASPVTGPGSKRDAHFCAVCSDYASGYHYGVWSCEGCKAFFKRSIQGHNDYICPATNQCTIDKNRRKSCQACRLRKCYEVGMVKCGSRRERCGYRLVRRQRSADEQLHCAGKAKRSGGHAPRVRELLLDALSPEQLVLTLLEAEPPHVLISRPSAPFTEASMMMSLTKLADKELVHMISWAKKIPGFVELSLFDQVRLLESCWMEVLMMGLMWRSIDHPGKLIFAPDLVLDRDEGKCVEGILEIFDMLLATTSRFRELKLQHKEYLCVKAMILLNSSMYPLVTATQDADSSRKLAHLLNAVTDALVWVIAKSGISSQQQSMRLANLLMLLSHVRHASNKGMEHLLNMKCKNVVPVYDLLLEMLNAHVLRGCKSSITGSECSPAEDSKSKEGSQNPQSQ
ERa coact pot = enhancers of ERα–SRC-1 coactivator binding, primary screen, biochemical, TR-FRET, ERα LBD, low estradiol; AID 639, 2007; hit rate 1.3% among 86,000; coactivator binding (% of control), % at 25.6 µM; TR-FRET ERalpha-LBD/SRC-Cy5 coactivator binding, 2 h; 100 = basal binding, no effect; Estrogen receptor (Homo sapiens), P03372; in the data active = activity above about 200%;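 also: binding measured in presence of low estradiol as agonist stimulus; 0% = peptide alone without receptor and 100% = receptor with peptide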
E coli WT exp = growth inhibitors of wild-type E. coli, primary screen, strain BW25113, expanded library, OD600; OD600 absorbance; hit rate 0.15% among 98,000; AID 710, 2007; growth inhibition, % at 100 µM;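 active = growth inhibition above about 50% at one test dose, limit read from the data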;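 also: growth measured after 20 h incubation at 37 °C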
Mac1 fbg inh = inhibitors of CD11b/CD18 adhesion to fibrinogen, primary screen, K562 cells, luminescence | Integrin beta-2 (Homo sapiens) + Integrin alpha-M (Homo sapiens), P05107+P11215 | ATPlite luminescence; Mn2+ added to activate the integrin | inhibition, % at 10 µM | hit rate 0.54% among 93,000 | AID 1497, 2009;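 active = primary inhibition of 50% or more at 10 µM, then 40% or more on retest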; also: some results filed as inactive read as strong as hits
Mac1 fbg enh = enhancers of CD11b/CD18 adhesion to fibrinogen, primary screen, K562 cells, luminescence. Integrin beta-2 (Homo sapiens) + Integrin alpha-M (Homo sapiens), P05107+P11215. ATPlite luminescence. activation, % at 10 µM. hit rate 0.07% among 93,000;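 active = 10 µM primary screen giving 50% or more activity, confirmed by 40% or more on retest at that dose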; also: strong numbers were not always called active; reference of the scale not given here
MT1-MMP txn act = MT1-MMP promoter reporter activation – cell-based, luciferase luminescence, primary screen. HT1080 MT1-MMP promoter luciferase reporter, overnight; hits give high values. activation factor at 10 µM. hit rate 0.16% among 86,000. AID 750, 2007;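 active = activation factor of at least 2 for MT1-MMP transcription at 10 µM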
PLAP activator = PLAP enzyme activators, biochemical, luminescence, HTS | Alkaline phosphatase, placental type (Homo sapiens), P05187 | purified PLAP enzyme, luminescent substrate read-out; hits give high values | activation fold at 20 µM | hit rate 1.2% among 96,000 | AID 696, 2007; in the data active = activation fold above about 2
FAK inh = FAK kinase inhibitors, primary screen, biochemical | hit rate 0.84% among 97,000 | inhibition, %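 (tested at 7 µM)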 | biochemical FAK kinase activity assay | Focal adhesion kinase 1 (Homo sapiens), Q05397; in the data active = inhibition above about 19%;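 also: 0% = DMSO and 100% = reference compound high control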
The depositor's hits bear a star; . = not tested or not shown; [ ] = another dose, or the depositor's remark.

SMILES	ERa coact inh	ERb coact inh	ERa coact pot	E coli WT exp	Mac1 fbg inh	Mac1 fbg enh	MT1-MMP txn act	PLAP activator	FAK inh
COc1ccc(-n2c(Cc3cccn3C)nnc2SCC(=O)Nc2cccc(Cl)c2)cc1	-3	-4	102	-11	-5	4	1	1.5	1
O=C(CCc1ccccc1)n1nc(-c2ccco2)nc1SCc1ccccc1	16	12	77[fluorescence artefact?]	-13	-4	21	.	0.8	-1
CC(C)(C#N)Nn1cnnc1	3[fluorescence artefact?]	-7	106	.	.	.	1.2	.	-1
C(=N\n1cnnc1)/c1cccc2ccccc12	-5	-8	96	5	-2	1	1.3	0.9	4
Oc1c(Cl)cc(Cl)c2c1NCCC2	89*[fluorescence artefact?]	70*[fluorescence artefact?]	32[fluorescence artefact?]	21	8	-6	1.1	1.5	-9
CCN1C(=O)/C(=C2\SC(N3CCCCC3)=NC2=O)c2ccccc21	-22[fluorescence artefact?]	-18[fluorescence artefact?]	96[fluorescence artefact?]	2	.	.	1.4	1.3	7
O=C(CSc1ncn(-c2ccccc2)n1)N1CCN(c2ccccc2)CC1	-14	13	82	-1	-20	-4	1	1	0
CN1C(=O)/C(=C/c2ccccc2OCc2cccc(F)c2)NC1=S	.	.	.	-12	2	1	.	1.1	14
CCC(c1nnc(SCC(=O)NC23CC4CC(CC(C4)C2)C3)o1)N(C)C (stereo unspecified)	-2	0	101	6	0	-2	1.2	1	-1
O=C(CSc1nnc(CNC(=O)c2cccs2)o1)c1ccccc1	13	22	82	10	3	1	.	0.9	1
O=C(CSc1nnc(-c2ccc(F)cc2)o1)Nc1ccc(S(=O)(=O)N2CCCCCC2)cc1	21[fluorescence artefact?]	7	132	-12	1	0	1.1	0.7	0
CCOc1ccc(OCCCCN2CCCC2)cc1	-2	1	109[fluorescence artefact?]	6	-10	-2	1	1	1
CCOC(=O)c1ccc(N2C(=O)CC(N3CCC(O)(c4ccc(Br)cc4)CC3)C2=O)cc1 (stereo unspecified)	0	-2	98[fluorescence artefact?]	-5	-23	-6	1	1.4	1
Cc1cccc(-c2c3c(=O)n(C)c(=O)n(C)c3cn2C(C)C)c1	-11	-19	107	-4	-2	-1	1	0.9	0
Cc1ccccc1C(=O)NC1CCN(Cc2nnnn2CCc2ccccc2)CC1	-3[fluorescence artefact?]	-3	114[fluorescence artefact?]	-3	0	1	1.1	1	2
Cc1ccccc1OCC(=O)Nn1c(COc2ccccc2)nc2ccccc2c1=O	2	-2	92	-7	11	-2	1.1	1.3	-4
O=C(NCc1ccco1)C1CCCN1C(=O)NCc1ccccc1 (stereo unspecified)	-4	-4	120[fluorescence artefact?]	0	-4	-4	1.1	1.1	-7
c1ccc(-c2nn3c(Cn4nnc5ccccc54)nnc3s2)cc1	20	18	83	3	.	.	1.1	0.9	0
CCCCOc1ccc(Br)cc1/C(C)=N/NC1=NCCN1	18	19	36	.	.	.	0.5	.	0
O=C1NCCc2c1[nH]c1c(Cl)ccc(Cl)c21	18[fluorescence artefact?]	10	82	5	5	-5	1	0.9	73*
Cc1ccc(Cl)cc1NC(=O)CCn1cccc1	-1[fluorescence artefact?]	0[fluorescence artefact?]	110[fluorescence artefact?]	5	-2	-1	1	1	-9
Cc1ccccc1OCC(=O)NCC1CCCO1 (stereo unspecified)	-7	-6	97	1	-21	-4	1.2	0.8	2
COc1cccc2cc(C(=O)N3CCN(c4ccccn4)CC3)c(=O)oc12	.	.	.	2	-1	-1	.	1.2	3
COc1ccccc1C(=O)Nc1ccccc1N1CCOCC1	-6	-15[fluorescence artefact?]	97	3	.	.	1	1.1	-2
O=C1C2C(c3ccccc3)C=CC(c3ccccc3)C2C(=O)N1C1CCCCC1 (stereo unspecified)	0	-14	84	-8	7	2	1	0.8	2
O=C(O)COc1nsnc1N1CCOCC1	-8	-2	117	-4	-8	-1	1	1	6
Cc1cc(NC(=O)CCCN2C(=O)c3cccnc3C2=O)no1	-9	-2	109	-5	7	-2	1	1.2	4
Cn1nnnc1SCC(=O)Nc1cc(C(C)(C)C)nn1-c1ccccc1	-1[fluorescence artefact?]	0[fluorescence artefact?]	114[fluorescence artefact?]	-3	-28	-1	1.1	0.8	9
Cc1ccccc1N(CC(=O)N/N=C/c1cc(C)n(-c2ccccc2C)c1C)S(C)(=O)=O	.	.	.	1	7	-2	.	1.9	0
COc1cc(OC)c(CN2CCN(c3ccc(F)cc3)CC2)cc1Br	-1	-1	114	9	-4	2	1.3	1.3	.
CC(=O)C(Sc1ccc2nnc(-c3ccncc3)n2n1)C(C)=O	-8	-18	99	5	.	.	1	.	3
COc1cc(C(C#N)N2CCCCC2)ccc1O (stereo unspecified)	0[fluorescence artefact?]	2[fluorescence artefact?]	111	-3	2	5	1.1	1.1	-6
O=S(=O)(Nc1nc2ccccc2nc1NCc1ccco1)c1ccc(Cl)cc1	15	18	80	-5	.	.	1.1	1.1	-7
CC(C)=C1C2C=CC1C(C(=O)Nc1cc(C)ccc1C)C2C(=O)O (stereo unspecified)	3	-2[fluorescence artefact?]	144	-10	-13	-3	1.1	1	.
CCCCCCOC(=O)C(C#N)c1nc2ccccc2nc1N1CCN(CC)CC1 (stereo unspecified)	2[fluorescence artefact?]	-3[fluorescence artefact?]	78[fluorescence artefact?]	17	-10	6	1.1	1	-2
CCOc1ccc(C(CCc2ccccc2)NC(=O)c2ccccc2OC)cc1OCC (stereo unspecified)	.	.	.	-9	6	2	.	1.2	1

ERa coact inh: what is marked active above
| SMILES | ERa coact inh | ERb coact inh | ERa coact pot | Mac1 fbg inh | Mac1 fbg enh | MT1-MMP txn act | PLAP activator | FAK inh |
| --- | --- | --- | --- | --- | --- | --- | --- | --- |
| Oc1c(Cl)cc(Cl)c2c1NCCC2 | 89*[fluorescence artefact?] | 70*[fluorescence artefact?] | 32[fluorescence artefact?] | 8 | -6 | 1.1 | 1.5 | -9 |

The list continues:
SMILES	ERa coact inh	ERb coact inh	ERa coact pot	E coli WT exp	Mac1 fbg inh	Mac1 fbg enh	MT1-MMP txn act	PLAP activator	FAK inh
O=C1CCc2cc(S(=O)(=O)NC(Cc3ccccc3)C(=O)NCCC3=CCCCC3)ccc2N1 (stereo unspecified)	8	2	96	4	-8	3	.	1.9	3
CC(C)Sc1nnc([C@@H]2CCCN2C(=O)OC(C)(C)C)o1	-1[fluorescence artefact?]	-8[fluorescence artefact?]	128[fluorescence artefact?]	5	-5	-5	1.1	1.7	0
O=C(C1CCC1)N1CCc2cc(S(=O)(=O)N3CCCCC3)ccc21	.	.	.	1	-32	7	1.2	0.7	7
CN(C)Cc1ccccc1C1(O)c2ccccc2CSc2ccccc21 (stereo unspecified)	.	.	.	-6	7	0	.	1.1	1
COc1ccc(OC)c(C2C3=C(COC3=O)Nc3cc4c(cc32)OCO4)c1 (stereo unspecified)	.	.	.	0	-15	-2	.	0.9	4
COc1ccc(CCN(C(=O)c2ccccc2)C2=CC3CCC(C2)N3C)cc1OC (stereo unspecified)	32	25	91	0	7	0	1.2	1.7	-3
COc1ccc(-n2c(Cc3ccccc3)nnc2SCC(=O)N2CCCc3ccccc32)cc1	3	0	79	.	.	.	1.2	.	0
CN(C)CCN1C(=O)C(=O)/C(=C(/O)c2ccc(S(=O)(=O)N3CCOCC3)cc2)C1c1ccccc1 (stereo unspecified)	-1	-2[fluorescence artefact?]	91	.	2	-4	1	1.6	.
COc1ccc(CCNC(=O)CC2Oc3ccc(Cl)cc3NC2=O)cc1OC (stereo unspecified)	-2	-5[fluorescence artefact?]	106	-2	8	-4	1	1	3
CCOC(=O)c1sc(C)c(C(N)=O)c1NC1=NCCCCC1	-6	-7[fluorescence artefact?]	131	4	-5	-2	1	1.1	-3
S=C(c1ccc2c(c1)OCO2)N1CCCCC1	2	-7	104	-6	-5	3	1	0.9	-3
CCc1cc2c(-n3nc(C)cc3C)ncnc2s1	-6	-13	104	.	.	.	1.1	.	0

Profiles as entered above. Screens in order: ERa coact inh, ERb coact inh, ERa coact pot, E coli WT exp, Mac1 fbg inh, Mac1 fbg enh, MT1-MMP txn act, PLAP activator, FAK inh
COc1cc(C(C#N)N2CCCCC2)ccc1O (stereo unspecified) in the list: 0[fluorescence artefact?], 2[fluorescence artefact?], 111, -3, 2, 5, 1.1, 1.1, -6
CN(C)Cc1ccccc1C1(O)c2ccccc2CSc2ccccc21 (stereo unspecified) in the list: ., ., ., -6, 7, 0, ., 1.1, 1

Next section.
SMILES	ERa coact inh	ERb coact inh	ERa coact pot	E coli WT exp	Mac1 fbg inh	Mac1 fbg enh	MT1-MMP txn act	PLAP activator	FAK inh
COCCn1c(SCC(=O)N2CCC(C)CC2)nc2ccccc2c1=O	-1	-8	88	-5	5	2	1.2	1.2	.
CCNC(=O)CC1C(=O)N(CC)C(=S)N1NC(=O)c1ccc(Cl)cc1 (stereo unspecified)	-3	-8	114	3	.	.	1.1	0.9	2
c1ccc(Cn2nnnc2C(c2ccccc2)N2CCN(c3nc4ccccc4s3)CC2)cc1 (stereo unspecified)	-5	-6	108	-11	10	-5	0.9	1.4	0
O=C(CN(Cc1ccccc1)S(=O)(=O)c1ccccc1)NC1CC1	1[fluorescence artefact?]	-11	117	.	.	.	1	.	-2
CN(C(=O)CSC1=NCCS1)c1ccccc1	-7	-4	101	2	5	-5	1	0.9	-1
O=C(Nc1ccc(Cl)c(Cl)c1)c1csc(-c2ccccc2)n1	.	.	.	-3	-1	-6	.	1	6
O=C(Nc1ccccc1Sc1ccccc1)c1ccccc1	.	.	.	-6	3	0	.	0.6	2
Cc1ccc(NS(=O)(=O)c2ccc(OCC(=O)N3CCOCC3)cc2)cc1	3[fluorescence artefact?]	0[fluorescence artefact?]	123	7	1	1	1.1	1.3	-3
NC(=O)C1CC=CCC1C(=O)OCC(Cl)=C(Cl)Cl (stereo unspecified)	4	13	101	9	-6	0	1.1	1	1
COc1ccccc1CN(Cc1cc2cc(C)cc(C)c2[nH]c1=O)Cc1nnnn1CC1CCCO1 (stereo unspecified)	3	0	122	-12	-1	6	1.1	0.9	-5
CCS(=O)(=O)c1ccc2oc(Nc3cc(C)cc(C)c3)nc2c1	-10	-1	73	-3	.	.	1.1	1	-2
CCOCCOC(=O)C(C)Sc1n[nH]c(=O)[nH]c1=O (stereo unspecified)	-2	9	120	-10	-25	0	1.2	1.4	-1
CCn1nc(NC(=O)c2ccncc2)c2cc3ccc(C)cc3nc21	-11[fluorescence artefact?]	-14[fluorescence artefact?]	122	-21	-9	-1	1.1	0.9	-5
COCCNC(=O)c1c[nH]c2ccc(S(=O)(=O)N3CCC4(CC3)OCCO4)cc2c1=O	3	7[fluorescence artefact?]	90	-6	.	.	1	1.2	5
CC1(C)CC(=O)C2=C(C1)N(N1CCOCC1)C(N)=C(C#N)C2c1cccnc1 (stereo unspecified)	.	.	.	-4	-4	2	.	1	0
CCc1nnc(NC(=O)c2ccc(S(=O)(=O)N(CCOC)CCOC)cc2)s1	1	-4	100	4	6	3	.	1.1	-4
Cn1c(=O)[nH]c(=O)c2c1nc(SCC(=O)O)n2CCc1ccccc1	-15	-6[fluorescence artefact?]	107	0	4	0	1.1	1.1	-5
C=CCn1c(CCC(=O)O)ccc1-c1ccc(OC)cc1	-4[fluorescence artefact?]	-1	98	-5	1	2	1	1.1	2
CCN(CC)S(=O)(=O)c1ccc(NC2c3ccccc3C(=O)N2CCN2CCOCC2)cc1 (stereo unspecified)	-1	-2	96	5	13	2	.	1.5	-8
N#C/C(C(=O)N1CCCCC1)=C1\Nc2ccccc2S1	-1	0	101	-4	14	-2	1.4	1.1	0
CCNCCOC(c1ccccc1)c1ccccc1	-10	-14[fluorescence artefact?]	109	.	.	.	1.2	.	0
